tim10-1 inh = growth inhibitors of tim10-1 mutant yeast; 330,000 tested, 2.2% active; S. cerevisiae tim10-1 ts strain growth, BacTiter-Glo, 24 h; inhibition, % at 20 µM;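 active = inhibition of at least 40%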;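 also: mutant grown at 25 °C; 0% = DMSO wells with yeast and 100% = wells holding no yeast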
mIAP activ = increases mouse intestinal alkaline phosphatase activity; muIAP, CDP-Star luminescence, 30 min; hits give high values; 1 = vehicle-only enzyme signal, 0 = enzyme-free wells; activation factor at 10 µM; 330,000 tested, 0.24% active;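 active = activation factor of at least 2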; also: the source names both 10 and 20 µM as test concentration; values of inactives mirror those of a sister screen read the other way
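also added = chemiluminescent substrate CDP-Star | test system = mouse IAP enzyme | signal = chemiluminescence readout | compound = DMSO-dissolved test compounds | incubation = 30 min at room temperature | benchmarks = DMSO wells, no-enzyme wells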
NLRP3 yeast inh = inhibitors of NALP3 inflammasome in yeast | inhibition, % at 10 µM | 330,000 tested, 0.39% active | Yeast reconstituted NLRP3/ASC/caspase-1, beta-gal luminescence, 24 h;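 active = inhibition of 50% or more; inactive = inhibition below 50%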;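 also: plate controls were induced DMSO wells for no effect and uninduced yeast grown without galactose for full effect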
mIAP block = mouse IAP inhibition. purified mouse IAP, CDP-Star luminescence, 30 min. inhibition, % at 10 µM. 330,000 tested, 0.2% active;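 active = inhibition of at least 40% at 10 µM in the primary screen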;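 also: plate controls were DMSO with enzyme for no effect and no enzyme wells for full effect; values of inactives mirror those of a sister screen read the other way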
beta cell repl = induces beta-cell replication in MIN6 cells; MIN6 cells proliferation, ATPlite luminescence, 48 h; cells starved in 0.2% serum; 100% = growth in 10% serum; proliferation, % at 10 µM; 330,000 tested, 0.29% active; AID 2380;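 active = compounds whose signal lies at least 3.5 SD above the mean of all wells on their plate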;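 also: 0% = DMSO-treated cells in low-serum medium and 100% = 10% serum control; some compounds called inactive have numbers as strong as hits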
hIAP block = blocks human intestinal alkaline phosphatase; AID 2544; P09923; purified IAP, CDP-Star luminescence, 30 min; 330,000 tested, 0.12% active; inhibition, % at 10 µM;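 active = inhibition reaching a set limit with compound at 10 µM in the primary screen, cut at about 35% in these data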;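 also: plate controls were DMSO wells with enzyme for no effect and no-enzyme buffer wells for full effect; values of inactives mirror those of a sister screen read the other way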
Target sequence (P09923 whole entry, looked up): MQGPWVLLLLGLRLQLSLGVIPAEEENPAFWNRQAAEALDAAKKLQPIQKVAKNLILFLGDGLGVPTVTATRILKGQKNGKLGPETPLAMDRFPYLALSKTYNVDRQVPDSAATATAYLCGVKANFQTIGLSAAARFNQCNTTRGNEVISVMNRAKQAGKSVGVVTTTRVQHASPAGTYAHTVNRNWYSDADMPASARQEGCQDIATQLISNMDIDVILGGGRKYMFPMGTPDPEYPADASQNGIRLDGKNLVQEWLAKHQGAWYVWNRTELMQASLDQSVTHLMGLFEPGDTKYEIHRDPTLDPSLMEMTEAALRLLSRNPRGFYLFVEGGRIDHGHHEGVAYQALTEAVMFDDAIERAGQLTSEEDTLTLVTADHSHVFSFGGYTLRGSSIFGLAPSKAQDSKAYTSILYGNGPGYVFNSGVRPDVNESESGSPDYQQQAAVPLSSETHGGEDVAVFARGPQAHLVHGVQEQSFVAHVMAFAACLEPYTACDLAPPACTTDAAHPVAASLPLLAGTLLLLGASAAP
A3A deaminase = blocks human APOBEC3A ssDNA deamination. P31941. recombinant A3A, FAM/TAMRA ssDNA deamination fluorescence. inhibition, % at 20 µM. 330,000 tested, 0.41% active. AID 493011;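 active = at least 40% inhibition at 20 µM here, with at most 30% in a related deaminase screen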;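 also: plate controls were A3A with DMSO for no effect and wells lacking A3A enzyme for full effect; some results filed as inactive read as strong as hits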
Target sequence (P31941 whole entry, looked up): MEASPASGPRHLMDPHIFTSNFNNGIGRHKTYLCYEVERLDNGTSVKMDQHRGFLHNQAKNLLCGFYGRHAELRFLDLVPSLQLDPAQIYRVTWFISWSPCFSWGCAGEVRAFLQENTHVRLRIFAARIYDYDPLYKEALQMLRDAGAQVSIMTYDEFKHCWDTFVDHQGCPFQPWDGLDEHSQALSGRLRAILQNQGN
TIM10 inh = growth inhibitors of TIM10 yeast strain; 330,000 tested, 1.4% active; inhibition, % at 10 µM; S. cerevisiae TIM10 strain growth, BacTiter-Glo luminescence, 24 h; AID 463195;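 active = inhibition of 40% or more at the single tested concentration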;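 also: wild-type TIM10 isogenic control strain grown at permissive 25 °C; 0% = DMSO yeast wells and 100% = minimal medium wells without yeast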
A3G deaminase = blocks human APOBEC3G single-stranded DNA deamination. Q9HC16. recombinant A3G, ssDNA deamination FAM/TAMRA fluorescence. inhibition, % at 20 µM. 330,000 tested, 0.28% active. AID 493012;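 active = inhibition of at least 40% at 20 µM, with no more than 30% in the related APOBEC3A deaminase screen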;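 also: plate controls were DMSO wells with A3G for no effect and wells lacking A3G enzyme for full effect; some compounds called inactive have numbers as strong as hits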
An asterisk follows results filed as active; nt = no result given.

compound	tim10-1 inh	mIAP activ	NLRP3 yeast inh	mIAP block	beta cell repl	hIAP block	A3A deaminase	TIM10 inh	A3G deaminase
CC(C)(C)C(=O)NCC12C=CC(O1)C1C(=O)N(c3ccccc3)C(=O)C12 (stereo not drawn)	10	0.95	-2	5	1	-6	-2	7	34
CC(O)[C@H]1CNC(=S)N1CCc1cccc(F)c1 (stereo partly drawn)	2	1.1	10	-11	0	-30	-3	4	-5
CC(C)(C)OC(=O)[C@H](Cc1ccccc1)NC(=O)c1nc[nH]c1C(=O)NCc1ccccc1	18	1	9	-4	-9	-44	1	18	-10
COc1ccc(C(=O)Nc2ccc(C(=O)N3CCCCC3)cc2)cc1OC	-14	1	19	-1	-2	6	-2	6	-5
CCOC(=O)c1nn(-c2cccc(C)c2)cc1C(=O)c1ccccc1	22	0.98	19	2	-3	-6	1	2	-4
COCCNc1nc2ccccc2n1CC(=O)c1ccc(OC)c(OC)c1	2	0.94	11	6	-1	-6	-1	-11	-5
COc1ccccc1C(=O)NCCCNC(=O)c1cccnc1	-7	0.99	-1	1	0	0	-3	-16	5
O=C(COC(=O)c1c[nH]c2ccccc12)Nc1ccc(F)cc1	-2	1.1	14	-8	-2	-20	-3	-4	-2
CN1CCCN(C(c2ccccc2)c2ccc(Cl)cc2)CC1 (stereo not drawn)	50*	0.96	43	4	-8	20	0	24	-5
CCC(C)Nc1nc2c(c(=O)[nH]c(=O)n2C)n1CCC(C)C (stereo not drawn)	10	1.1	19	-7	-2	-2	-2	-9	-9
Cc1ccc(-c2n[nH]c(=S)n2/N=C\c2ccco2)cc1	23	0.9	11	10	-1	14	-3	21	42*
CCc1nc2ccc(C(=O)O)cc2nc1CC	9	0.96	12	4	0	11	2	-4	-3
Cc1cccc(C(=O)Nc2cccc(C(=O)N/N=C/c3cccc(C)n3)c2)c1	8	0.91	9	9	-3	-20	1	2	1
COc1ccc(CCNC(=O)CSc2nc(N)c(C#N)c(-c3cccs3)c2C#N)cc1OC	17	0.93	4	7	0	5	5	7	1
Cc1ccc(C)c(S(=O)(=O)N2CCCC2CNC(=O)C(=O)NCCc2ccco2)c1 (stereo not drawn)	25	0.92	2	8	-2	-20	3	4	0
Cc1ccc(C(=O)Nc2cccc(N(C)S(C)(=O)=O)c2)cc1S(=O)(=O)Nc1ccccc1	3	0.99	3	1	-2	-1	0	-7	9
CCCCCCNC(=O)C(C#N)c1nc2ccccc2nc1N1CCOCC1 (stereo not drawn)	-1	0.91	7	10	-4	23	-2	1	-2
N#Cc1c(NC(=O)C2CC(Cl)=CCC2C(=O)O)sc2c1CCCC2 (stereo not drawn)	5	0.9	-12	10	-2	0	-2	13	-6
c1ccc(-c2csc3ncnc(N4CCOCC4)c23)cc1	20	0.95	20	5	-3	5	-2	30	-6
Cc1ccccc1OCCCC(=O)Nc1nccs1	-7	1	13	-2	-3	5	-2	-13	-4

More results
compound	tim10-1 inh	mIAP activ	NLRP3 yeast inh	mIAP block	beta cell repl	hIAP block	A3A deaminase	TIM10 inh	A3G deaminase
O=C(O)CCC(=O)N1CCc2cc(S(=O)(=O)Nc3ccc4c(c3)OCCO4)ccc21	-1	0.97	13	3	-4	4	3	-3	-6
CC(C)CCn1c(Oc2ccccc2Cl)nc2c1c(=O)n(C)c(=O)n2C	-15	0.97	14	3	-2	-5	1	-17	0
O=[N+]([O-])c1cccc(S(=O)(=O)NCc2ccncc2)c1	-43	0.96	3	4	-3	-18	0	9	-3
CCN(CC(=O)Nc1c(F)cccc1F)C(=O)c1cnc(C)cn1	-5	0.89	7	11	-2	8	-1	-4	-7
COc1ccc(CC(=O)Oc2ccccc2[N+](=O)[O-])cc1	-6	0.91	16	9	-5	10	-4	2	-4
CC(C)c1onc(C(=O)NC2CCCC2)c1[N+](=O)[O-]	19	1	4	-3	-5	-14	-5	-3	-5
C[C@@H]1CC=C[C@H]2[C@H]1C(=O)N(Cc1ccccc1)[C@H]2c1ccc(Br)cc1F	34	1	1	-4	-8	20	1	11	-3
O=C(N[C@H]1/C=C\[C@@H](O)CCCC1)OCc1ccccc1	3	0.89	nt	11	nt	nt	4	-6	3
N#Cc1c(Cl)cccc1N1CCC(C(N)=O)CC1	2	1	19	-1	2	9	1	9	-1
CC1=Nc2nc(N3CCCCCC3)c(C#N)c3c4c(nc(c23)N1)N(c1ccc2ccccc2c1)C(=O)C4	-18	0.7	31	30	-6	4	2	-4	1
O=C(Nc1ccc2c(c1)N(S(=O)(=O)c1cccs1)CCC2)c1c(F)cccc1Cl	17	0.99	21	1	-6	-2	1	12	-8
Cc1cccc(NC(=O)C2CCCN(S(=O)(=O)c3c(C)nn(C)c3C)C2)n1 (stereo not drawn)	-10	1.1	7	-10	-5	-8	1	-5	0
CN(c1ccc(C(=O)NCCSC(C)(C)C)cc1)S(=O)(=O)c1ccccc1	8	1.1	5	-5	-3	-3	1	10	0
Nn1c(SCC(=O)NC(=O)NCc2ccccc2)nnc1C1CC1	1	0.98	13	2	-2	-2	4	-4	4
O=C(NCc1ccco1)c1sc2cccc(F)c2c1Cl	23	0.99	27	1	0	-2	3	15	-3
Cc1ccc2c(c1)c(N=NC(N)=O)c(O)n2C	13	0.95	9	5	1	-1	3	12	-4
O=C(Cc1ccc([N+](=O)[O-])cc1)N/N=C/c1ccco1	-17	1	23	0	0	-12	1	-7	-8
Cc1cccn2cc(-c3ccc(S(=O)(=O)N4CCOCC4)cc3)nc12	34	0.96	-23	4	-4	-8	-2	37	-6
CC1(C)NC(=O)N(CC(O)Cn2nnc3ccccc32)C1=O (stereo not drawn)	-15	1.1	11	-7	-3	6	-2	-12	0
CCOC(=O)C1CCN(S(=O)(=O)NC[C@H]2O[C@@H](n3cnc4c(N)ncnc43)[C@H](O)[C@@H]2O)C1 (stereo partly drawn)	-4	1.1	nt	-9	nt	nt	0	-9	-5

(further entries)
compound	tim10-1 inh	mIAP activ	NLRP3 yeast inh	mIAP block	beta cell repl	hIAP block	A3A deaminase	TIM10 inh	A3G deaminase
Cc1ccc(C(c2cc(Br)ccc2O)N2CCSCC2)cc1 (stereo not drawn)	12	0.96	3	4	3	0	-2	6	-4
CCOc1ccc(S(=O)(=O)Nc2cccc(N(C)S(C)(=O)=O)c2)cc1	-10	1.1	10	-11	0	11	-5	-1	-5
COc1ccc(Nc2cc(C)nc(N)n2)cc1	-7	0.98	9	2	0	1	-1	-6	-6
Cc1ccc(S(=O)(=O)N2CCN(c3ccc([N+](=O)[O-])cn3)CC2)cc1	6	1	26	0	2	-2	-5	15	-9
CN(c1ccccc1)S(=O)(=O)c1cccc(NC(=O)CCNC(=O)c2ccc([N+](=O)[O-])cc2)c1	-3	0.79	2	21	-4	4	0	-2	-3
Cc1ccc(C(=O)N2CCN(Cc3ccc4c(c3)OCO4)CC2)c(Cl)c1	-15	0.98	30	2	-3	-16	-4	-7	-6
O=C(Nc1ccc2c(c1)nc1n2CCN(Cc2ccccc2)C1)NC1CCCCC1	12	0.94	-7	6	-4	9	0	10	-4
CCCOc1cccc(-c2nnc(NC(=O)c3ccco3)s2)c1	20	0.99	10	1	-2	2	6	-2	2
COCCOC(=O)C1=C(C)N=C2SCCC(=O)N2C1c1ccc(C(=O)OC)cc1 (stereo not drawn)	9	1	0	0	-1	5	-2	14	-2
Cn1c(CN2CCOCC2)nc2cc(NC(=O)COc3ccc([N+](=O)[O-])cc3)ccc21	1	0.94	12	6	0	-10	0	11	-6
O=C(Cc1cccc2ccccc12)NCC(=O)N1CCN(Cc2cccc(C(F)(F)F)c2)CC1	15	1	8	-2	-6	6	3	15	-4
C/C=C1\COC(C(=O)NCc2cccc(OC)c2OC)(C(F)(F)F)C=C1C=C1CCCCC1 (stereo not drawn)	17	1.1	8	-6	-9	-6	1	11	-7
CN1C2C=C3C(C#N)=C(N)C(C#N)(C#N)[C@@H](c4cccs4)C3C1CC2 (stereo partly drawn)	10	1.1	4	-5	-2	21	0	13	2
CCOC(=O)c1c(NC(=O)c2ccnn2C)sc(C)c1C	6	1.1	4	-8	0	-6	-3	-8	-1
NC(=O)c1c(NC(=O)c2ccc(S(=O)(=O)N3CCOCC3)cc2)sc2c1CCCCC2	13	0.79	8	21	-1	10	1	3	-4
COc1cc(CNc2nc3ccccc3[nH]2)cc(OC)c1OC	3	1.3	5	-27	0	20	1	9	-3
CC(C)Oc1cccc(C(=O)NC(=S)Nc2ccc(Cl)c(C(=O)O)c2)c1	13	0.93	17	7	-1	8	1	4	-3
O=C1c2ccccc2C(=O)c2c1cccc2N1CCN(C/C=C/c2ccccc2)CC1	23	0.9	17	10	-6	20	2	39	-3
O=C(CSc1nnc(C2CCCCC2)o1)N1CCCCC1	1	0.89	14	11	-1	3	2	5	2
CCn1ccnc1CN1CCCC(C(=O)c2ccc3cc(OC)ccc3c2)C1 (stereo not drawn)	33	0.98	14	2	-5	-20	-5	-16	-3
Cc1ccc(NC(=O)c2ccc(COc3ccccc3[N+](=O)[O-])o2)nc1	21	0.95	21	5	1	8	-2	12	-4
COc1ccc(CN(C)CC(=O)Nc2cc3oc4ccccc4c3cc2OC)c(OC)c1	-30	0.98	25	2	-5	5	1	-32	-2

Entries of single compounds, looked up by structure. Order of screens: tim10-1 inh	mIAP activ	NLRP3 yeast inh	mIAP block	beta cell repl	hIAP block	A3A deaminase	TIM10 inh	A3G deaminase
Cn1c(CN2CCOCC2)nc2cc(NC(=O)COc3ccc([N+](=O)[O-])cc3)ccc21 across the screens: 1	0.94	12	6	0	-10	0	11	-6
Cc1ccc(NC(=O)c2ccc(COc3ccccc3[N+](=O)[O-])o2)nc1 across the screens: 21	0.95	21	5	1	8	-2	12	-4

Compound activity (PubChem)
